Screening data (PubChem)
NPC1 prom act – qHTS Assay for NPC1 Promoter Activators; Huh7 NPC1 promoter luciferase reporter, 24 h; 320,000 compounds, 2.4% hits; Potency, µM (top dose mostly 9.22 µM), without a hit: at the highest dose activation, most hits filed as activators;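 further: % of control where 0% means no effect; nearly all actives have a fitted effect of over 60% in size; reporter is driven by a mutant NPC1 promoter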
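Luminescence from an NPC1 promoter-driven luciferase reporter in stably transfected Huh7 cells was measured after 24 h compound treatment at 37 °C, followed by 10 min ambient incubation with luciferase detection reagent.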
RORg inh – qHTS for inhibitors of ROR gamma transcriptional activity; Nuclear receptor ROR-gamma (Mus musculus), P51450; Drosophila S2 Gal4-RORgamma UAS-luciferase reporter, 20 h; Potency, µM (highest dose often 53.6 µM), inactives show at the top dose activity change, negative = inhibition, actives largely listed as inhibitors; 310,000 compounds, 5.4% hits; AID 2551, 2010; further: on the % scale 0 is the no-effect control and ±100 the full control effect; nearly all actives have a fitted effect of over 60% in size
Target sequence (P51450 whole entry, looked up, the tested form may be a part): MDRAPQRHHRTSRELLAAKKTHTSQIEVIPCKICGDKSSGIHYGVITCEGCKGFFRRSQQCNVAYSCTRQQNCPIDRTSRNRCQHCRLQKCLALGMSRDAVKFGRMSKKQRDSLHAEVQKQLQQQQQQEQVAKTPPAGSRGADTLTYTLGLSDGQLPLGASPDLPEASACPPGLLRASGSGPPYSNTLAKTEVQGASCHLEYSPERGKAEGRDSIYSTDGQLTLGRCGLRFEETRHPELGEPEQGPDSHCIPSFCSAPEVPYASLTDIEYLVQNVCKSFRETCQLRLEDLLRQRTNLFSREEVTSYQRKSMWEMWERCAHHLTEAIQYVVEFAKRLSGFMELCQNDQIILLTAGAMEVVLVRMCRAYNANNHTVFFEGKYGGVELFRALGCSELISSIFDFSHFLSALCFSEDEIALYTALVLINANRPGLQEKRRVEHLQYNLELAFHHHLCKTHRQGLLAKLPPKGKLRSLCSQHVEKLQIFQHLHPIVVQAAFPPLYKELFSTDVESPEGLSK
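Stable Schneider cell line, Gal4 DNA-binding domain fused to ROR gamma, UAS-luciferase. Cmpd 1 hr RT → CuSO4 700 uM final → 20 hr RT → luciferase reagent 10 min → luminescence.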
Gal4-VP16 FLuc – VP16 counterscreen qHTS for inhibitors of ROR gamma transcriptional activity; Potency, µM (titrated, usually from 53.6 µM), without a hit: top-dose activity, negative = inhibition, most hits filed as inhibitors; Drosophila S2 Gal4-VP16 UAS-luciferase, luminescence, 20 h; 310,000 compounds, 3.5% hits;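 further: Gal4-VP16 expression switched on by copper sulfate through the metallothionein promoter; on the % scale 0 is the no-effect control and ±100 the full control effect; nearly all actives have a fitted effect of over 50% in size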
uPA surface inh – qHTS for Inhibitors of Cell Surface uPA Generation; cell surface uPA generation assay, qHTS; Potency, µM (doses to about 38.3 µM), for inactives: at the top dose activity change, negative = inhibition, most hits filed as inhibitors; 330,000 compounds, 0.31% hits; active means well fitted inhibition curve with a large enough effect; inconclusive means small, poorly fitted or top-dose-only effect; inactive means no such curve, though single readings can be large or run the other way; tested in mouse RAW 264.7 cells; further: on the % scale 0 is the no-effect control and ±100 the full control effect; nearly all actives have a fitted effect of over 55% in size
FLuc counter – qHTS profiling assay for firefly luciferase inhibitor/activator using purifed enzyme and Km concentrations of substrates (counterscreen for miR-21 project); purified FLuc, Km substrates, luminescence inhibition; Potency, µM (top dose mostly 57.5 µM), for inactives: at the top dose activity change, negative = inhibition, actives largely listed as inhibitors; 360,000 compounds, 6.9% hits; AID 588342, 2011;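 further: plate controls were vehicle for no effect and reference inhibitor for full effect; nearly all actives have a fitted effect of over 55% in size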
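Biochemical qHTS of compounds, final roughly 60 µM downward over six points, against 10 nM purified firefly luciferase using Km concentrations of substrates (10 uM D-luciferin, 10 uM ATP) in Tris acetate pH 7.5 buffer; luminescence output.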
MBNL1-CUG inh – qHTS Assay for Inhibitors of MBNL1-poly(CUG) RNA binding; TR-FRET MBNL1-His/biotin-(CUG)12 binding, 665/545 ratio; Muscleblind-like protein 1 (Homo sapiens), Q9NR56; Potency, µM (doses to about 57.5 µM), for inactives: at the highest dose activity change, negative = inhibition, actives largely listed as inhibitors; 280,000 compounds, 0.036% hits; AID 2675, 2010; active means well fitted inhibition curve with a large enough effect in the signal ratio, with a control signal flat, not every such curve was filed as active; inconclusive means small, poorly fitted or top-dose-only effect, or effect the other way, or a change in a side signal; inactive means no such curve, though single readings can be large or run the other way; the % refers to the signal ratio; further: on the % scale 0 is the no-effect control and ±100 the full control effect
Target sequence (Q9NR56 whole entry, looked up): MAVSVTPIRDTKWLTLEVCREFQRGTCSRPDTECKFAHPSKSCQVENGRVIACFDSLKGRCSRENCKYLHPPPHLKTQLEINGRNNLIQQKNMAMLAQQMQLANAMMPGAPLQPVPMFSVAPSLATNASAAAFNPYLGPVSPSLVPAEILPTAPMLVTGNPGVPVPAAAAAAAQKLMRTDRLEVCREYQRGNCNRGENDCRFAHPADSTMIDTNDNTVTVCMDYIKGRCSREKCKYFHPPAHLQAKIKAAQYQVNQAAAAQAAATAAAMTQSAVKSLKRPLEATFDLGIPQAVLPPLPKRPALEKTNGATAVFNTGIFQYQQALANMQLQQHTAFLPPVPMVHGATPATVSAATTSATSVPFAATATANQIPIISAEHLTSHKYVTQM
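His-tagged MBNL1 binding to biotinylated (CUG)12 RNA was measured by TR-FRET using terbium anti-His antibody (0.055 ng/ul final) and streptavidin-XL665 (5 nM final). Compounds were titrated 92 nM to 58 uM; 60 min at room temperature.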
Rab9 prom act – qHTS Assay for Rab9 Promoter Activators | Huh7 Rab9 promoter-luciferase reporter, luminescence, 24 h | 320,000 compounds, 2.8% hits | Potency, µM (top dose mostly 9.22 µM), for the others: top-dose activation, negative = inhibition, actives largely listed as activators | AID 485297, 2010; further: % of control where 0% means no effect; nearly all actives have a fitted effect of over 60% in size
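Huh7 cells stably carrying Rab9 promoter–luciferase reporter, plated 1500 cells/well, compound added after 2 h and incubated 24 h at 37 °C; luciferase luminescence then read after 10 min with detection reagent.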
ELG1 genotoxic – qHTS screen for small molecules that induce genotoxicity in human embryonic kidney (HEK293T) cells expressing luciferase-tagged ELG1. HEK293T ELG1-luciferase reporter, luminescence, 16 h. Potency, µM (top dose mostly 46 µM), inactives show at the highest dose activity change, positive = activation, usual class: activators. 330,000 compounds, 1.3% hits. AID 504466, 2011; further: % of control where 0% means no effect; nearly all actives have a fitted effect of over 60% in size
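16 hr compound incubation (37 °C, 5% CO2) of HEK293T cells carrying luciferase-tagged ELG1; luciferase then measured by ONE-Glo luminescence after 30 min at RT.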
BRCA1 expr up – qHTS Assay to Identify Small Molecule Activators of BRCA1 Expression | 380,000 compounds, 1.1% hits | MCF7-BRCA1-FFLuc reporter, luminescence, 48 h; response scale: scaled: vehicle 0%, 10 µM genistein 100% | Potency, µM (highest dose often 46.1 µM), for inactives: at the top dose activation, usual class: activators | AID 624202, 2012; further: nearly all actives have a fitted effect of over 80% in size; some results filed as inactive show a strong effect at the top dose
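MCF7 cells carrying a BRCA1-firefly luciferase reporter (2000 cells/well, phenol-red free MEM) were attached for 2 h at 37 °C, then given compounds for 48 h. Luminescence was read 15 min after luciferase reagent; activity normalized to genistein (10 microM) and DMSO.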
p53 reactivator – qHTS assay for re-activators of p53 using a Luc reporter | H1299 p53-A138V BP100-luciferase reporter, luminescence, 24 h | Potency, µM (top dose mostly 92.2 µM), inactives show top-dose activity change, positive = activation, actives largely listed as activators | 320,000 compounds, 0.063% hits; further: % of control where 0% means no effect; nearly all actives have a fitted effect of over 45% in size
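p53-null H1299 cells stably carrying temperature-sensitive p53-A138V and a BP100-luciferase reporter were pinned with compounds (4-point, 1:5 series) and held 24 hrs at 37 deg C. Luminescence was read 10 min after detection reagent.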
* marks the source's active call; other numbers are inactive results; ? = inconclusive; / = no result given; [ ] = dose if it differs, or a comment. Unless noted, the call rests on the fitted dose curve; in most records, active means well fitted curve in the direction sought with a large enough effect; inconclusive means small, poorly fitted or top-dose-only effect, or another doubt; inactive means no such curve, though single readings can be large; an effect the other way counts as inactive or inconclusive. Potency means the concentration at half of the fitted maximal effect.

SMILES	NPC1 prom act	RORg inh	Gal4-VP16 FLuc	uPA surface inh	FLuc counter	MBNL1-CUG inh	Rab9 prom act	ELG1 genotoxic	BRCA1 expr up	p53 reactivator
Cc1ccc(NC(=O)c2cccc(C(=O)OC(C)C)n2)c(Br)c1	-3.1%	9.2%	-4.7%	-2.3%	?	0.7%	-2.5%	-1.2%	36.1%	0.9%
COc1ccc(C(=O)Nc2nc3nc(-c4ccccc4)cc(=O)n3[nH]2)cc1	1.4%	8.4%	2.3%[0.365 µM]	4.4%	-13.0%	-9.7%	-6.8%	-3.3%	0.1%	-0.3%
CC(NC(=O)COC(=O)C1(C)CC1(Cl)Cl)c1ccccc1 (stereo unspecified)	2.0%	/	/	15.7%	6.6%	/	-5.9%	0.8%	0.3%	1.6%
CCn1c(=O)c(=O)n(CC)c2cc(S(=O)(=O)Nc3cc(C)ccc3C)ccc21	2.2%	8.8%	-6.8%	-10.0%	1.5%	-2.6%	-0.3%	-0.4%	-3.7%	-8.9%
O=C(Nc1cccc(O)c1)c1noc2c1CCCCC2	?	11.2µM*	3.55µM*	?	0.953µM*	4.3%	?	?	-48.9%	?
COC(=O)c1cc(Br)c(=O)n(CCN(C(C)C)C(C)C)c1	-4.9%	-39.5%	-3.3%	16.2%	2.1%	13.2%	-1.0%	2.5%	-5.5%	2.0%
COc1ccc(Cl)cc1NC(=O)C1COc2ccccc2O1 (stereo unspecified)	25.1%	2.0%	-8.0%	2.3%	-20.0%	8.6%	23.7%	5.5%	-7.3%	16.3%
O=C1C2C3C=CC(C3)C2C(=O)N1Nc1c(Cl)cc(Cl)cc1Cl (stereo unspecified)	-4.0%	-21.4%	15.4%	4.3%	2.5%	-0.5%	-7.6%	-3.0%	11.1%	-2.2%
O=C(Nc1ccc(-c2cnco2)cc1)c1ccc(F)cc1F	?	26.1%	0.7%	2.1%	?	17.1%	?	?	5.01µM*	9.5%
CC(C)N1CCc2c(sc(NC(=O)c3ccc(S(=O)(=O)N(C)CC4CCCO4)cc3)c2C(N)=O)C1 (stereo unspecified)	2.2%	-2.1%	-9.0%	-3.2%	-4.9%	?	26.1%	-9.7%	-0.4%	3.5%
CCc1ccc(NC(=O)C(C)OC(=O)c2cccc(S(=O)(=O)N3CCc4ccccc4C3)c2)cc1 (stereo unspecified)	7.7%	38.4%	-16.6%	-0.1%	4.8%	-7.4%	-3.1%	-0.1%	-5.9%	7.6%
COc1ccccc1NC(=O)c1cnc(SC)nc1	15.6%	14.5%[1.91 µM]	11.8%	-5.9%	-8.1%	-2.1%	1.9%	6.0%	1.5%	?
C=CCNS(=O)(=O)c1nc(C)c(Cl)c(C)c1C#N	5.8%	0.7%	1.2%	-3.9%	1.4%	4.2%	-2.2%	0.4%	-36.0%	15.2%
CCOc1ccc(CCNC(=O)COC(=O)/C=C/c2cccc(OC)c2)cc1OCC	0.0%	/	/	-5.0%	-5.5%	/	-1.8%	-0.8%	-2.5%	-1.1%
O=C(CSc1nncs1)Nc1cc(S(=O)(=O)N2CCOCC2)ccc1N1CCCC1	-1.1%	/	/	-5.0%	-0.1%	/	-1.1%	-1.3%	5.2%	0.9%
O=C(/C=C/c1ccccc1)N(Cc1ccc(Cl)cc1)C1CCS(=O)(=O)C1 (stereo unspecified)	-1.0%	?	-7.8%	0.9%	2.7%	4.9%	-2.5%	-3.2%	-16.8%	-1.0%
Cc1cc(C(=O)CSc2nnc(-c3ccccc3)o2)c(C)n1CC1COc2ccccc2O1 (stereo unspecified)	2.4%	25.3%	-12.1%	3.1%	-7.3%	4.1%	-6.6%	-3.2%	-15.1%	-2.2%
COc1ccc(NC(=O)c2cc(S(=O)(=O)N3CCOCC3)cn2C)c(OC)c1	-1.8%	-7.6%	-0.4%	-3.0%	-3.5%	7.2%	8.4%	-6.5%	-2.4%	2.3%
O=C(NC(=O)c1ccc(F)cc1)Nc1nc(-c2cccs2)cc(C(F)(F)F)n1	-1.3%	?	-2.3%	-11.0%	8.5%	-3.7%	-5.2%	1.6%	4.2%	5.5%
CC(C)CCNC(=O)c1ccc2c(Cl)c3c(nc2c1)CCC3	2µM*	?	?	-12.4%	0.675µM*	-2.6%	0.794µM*	?	?	18.9%
OC1C[N+]2(CCCCC2)C1	-1.9%	2.8%	-3.0%	-1.4%	2.6%	0.1%	-3.8%	3.0%	7.1%	18.5%
Cc1ccc(C(=O)Nc2ccc(NC(=O)c3ccc(C)o3)cc2)o1	-6.7%	4.1%	8.0%	7.8%	-18.8%	1.7%	0.3%	5.2%	-15.4%	-0.2%
Cc1[nH]c(=S)[nH]c(=O)c1CCC1OCCO1	0.6%	-23.7%	-0.1%	-0.7%	1.5%	-10.1%	6.8%	3.0%	6.4%	-2.9%
N#CC1(NC(=O)COC(=O)c2cc(O)c3ccccc3c2O)CCCCC1	-0.3%	/	/	1.4%	-15.1%	/	-6.8%	0.5%	-70.4%	-13.3%
CCn1nc(C)c(CN2CCC(n3nccc3NC(=O)c3ccccc3OC)CC2)c1C	-0.2%	17.4%	1.0%	13.3%	3.6%	-9.2%	0.6%	-1.1%	-2.7%	19.5%

Next part.
SMILES	NPC1 prom act	RORg inh	Gal4-VP16 FLuc	uPA surface inh	FLuc counter	MBNL1-CUG inh	Rab9 prom act	ELG1 genotoxic	BRCA1 expr up	p53 reactivator
Cc1cc(=O)oc2c(CN(C)Cc3ccccc3)c(O)ccc12	-2.0%	-1.5%	-6.6%	9.3%	5.4%	35.8%[activator]	2.6%	0.0%	-2.0%	-7.8%
Cc1cc(C)cc(CSc2ccc(S(=O)(=O)N3CCCC3)cn2)c1	0.6%	/	/	17.3%	6.8%	/	-9.5%	-1.4%	-20.9%	15.2%
CC(=O)NCCNC(=O)c1ccc2c(c1)S(=O)(=O)c1ccccc1C2=O	-0.8%	10.3%	-17.9%	2.4%	-2.4%	?	0.0%	3.9%	-14.4%	-2.6%
CCOc1ccccc1NC(=O)CSc1nnc2ccc(-c3ccccn3)nn12	26.5%	/	/	2.8%	1.4%	/	1.1%	1.3%	-16.0%	3.8%
CCOCCCn1c(C)nc2c(c1=O)c1nc3ccccc3nc1n2-c1ccc2c(c1)OCCO2	-3.1%	1.0%	4.6%	-7.3%	1.8%	-0.8%	12.6%	-8.7%	-1.7%	-1.4%
COc1cccc(NC(=O)CN2C(=O)C3(OCCCO3)c3ccccc32)c1	0.3%	14.2%	-4.2%	/	0.4%	-4.1%	-0.7%	-0.5%	4.7%	-13.0%
Cc1nnc(NC(=O)C2CC(=O)N(C(C)c3ccccc3)C2)s1 (stereo unspecified)	-2.1%	-8.2%	18.9%	0.0%	3.8%	2.6%	0.2%	1.9%	-39.7%	12.6%
COc1ccc2c(c1)cc(C(=O)N/N=C/c1c(O)c(C(=O)O)cc3ccccc13)n2C	-0.4%	11.2µM*	17.8µM*	5.2%	2.39µM*	19.8%	0.1%	1.8%	28.0%	4.3%
O=C(Nc1cccc(Cl)c1)c1ccncc1	-3.8%	22.8%	-0.4%	0.2%	-13.2%	-0.5%	-3.6%	4.0%	33.8%	7.3%
CC(C)(C)n1nnnc1C(c1ccccc1F)N1CCN(C(=O)c2ccco2)CC1 (stereo unspecified)	-3.6%	0.5%	1.1%	2.0%	-0.1%	-1.7%	-1.6%	-0.4%	-2.1%	0.0%
CCOCCn1c(CN2CCN(c3ccc(F)cc3)CC2)nc2c1c(=O)n(C)c(=O)n2C	-0.2%	-2.6%	?	-7.8%	0.8%	-9.6%	-8.5%	-3.6%	-58.1%	14.1%
CCc1ccc(-c2nc(CS(=O)CC(=O)NCc3cccnc3)c(C)o2)cc1 (stereo unspecified)	13.5%	24.1%	-5.8%	-3.5%	?	-3.1%	11.7%	12.3%	-8.9%	2.1%
CC(C)(C)NC(=O)CN1C(=O)NC(c2ccccc2)(c2ccccc2)C1=O	0.2%	-2.0%	-0.8%	7.4%	-0.6%	-14.1%	-0.9%	0.1%	14.2%	-4.7%
CC(=O)Nc1ccc(S(=O)(=O)NC(C(=O)O)C2=CCC=CC2)cc1 (stereo unspecified)	12.7%	-0.6%	-2.3%	1.3%	-0.3%	3.4%	5.8%	0.2%	6.6%	-0.2%
C=CCN=C(C)C1=C(O)CCC1=O	-4.1%	-20.4%	9.8%	-0.2%	-1.2%	-0.8%	-8.0%	-1.5%	8.2%	16.0%
O=C(Cc1ccccc1)Nc1ccc2oc(=O)ccc2c1	-1.6%	5.4%	6.7%	4.6%	0.1%	1.7%	3.9%	9.2%	2.9%	-1.8%

Structures listed so far marked active in NPC1 prom act.
Structure	NPC1 prom act	RORg inh	uPA surface inh	MBNL1-CUG inh	Rab9 prom act	p53 reactivator
CC(C)CCNC(=O)c1ccc2c(Cl)c3c(nc2c1)CCC3	2µM*	?	-12.4%	-2.6%	0.794µM*	18.9%
